Assay outcomes: PubChem BioAssay, National Center for Advancing Translational Sciences (NCATS)
L3MBTL1 block = qHTS Assay for the Inhibitors of L3MBTL1; Lethal(3)malignant brain tumor-like protein 1 (Homo sapiens), Q9Y468; 0.66% of 230,000 active; AlphaScreen L3MBTL1–H3K9me1 peptide binding; Potency, µM (series often up to 57.1 µM), without a hit: at the highest dose activity, negative = inhibition, usual class: inhibitors; AID 485360, 2010; also: % is scaled to controls: 0 for no effect and ±100 for the full control effect; nearly all actives have a fitted effect of over 60% in size
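AlphaScreen assay: L3MBTL1 (50 nM final) was preincubated 30 min at room temperature with biotinylated H3(1-15)K9me1 peptide (75 nM final), then 30 min with library compounds; streptavidin donor and nickel chelate acceptor beads (10 ug/mL final) added, 30 min dark.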
RECQ1 inh = qHTS Assay for Inhibitors of RecQ-Like Dna Helicase 1 (RECQ1); ATP-dependent DNA helicase Q1 (Homo sapiens), P46063; RECQ1 DNA unwinding, red fluorescence kinetic read; Potency, µM (top dose mostly 57.3 µM), inactives show top-dose activity, negative = inhibition, hits mostly inhibitors; 0.54% of 240,000 active; AID 2549, 2010;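 also: plate controls were vehicle for no effect and no enzyme for full effect; nearly all actives have a fitted effect of over 30% in size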
Target sequence (P46063 whole entry, looked up): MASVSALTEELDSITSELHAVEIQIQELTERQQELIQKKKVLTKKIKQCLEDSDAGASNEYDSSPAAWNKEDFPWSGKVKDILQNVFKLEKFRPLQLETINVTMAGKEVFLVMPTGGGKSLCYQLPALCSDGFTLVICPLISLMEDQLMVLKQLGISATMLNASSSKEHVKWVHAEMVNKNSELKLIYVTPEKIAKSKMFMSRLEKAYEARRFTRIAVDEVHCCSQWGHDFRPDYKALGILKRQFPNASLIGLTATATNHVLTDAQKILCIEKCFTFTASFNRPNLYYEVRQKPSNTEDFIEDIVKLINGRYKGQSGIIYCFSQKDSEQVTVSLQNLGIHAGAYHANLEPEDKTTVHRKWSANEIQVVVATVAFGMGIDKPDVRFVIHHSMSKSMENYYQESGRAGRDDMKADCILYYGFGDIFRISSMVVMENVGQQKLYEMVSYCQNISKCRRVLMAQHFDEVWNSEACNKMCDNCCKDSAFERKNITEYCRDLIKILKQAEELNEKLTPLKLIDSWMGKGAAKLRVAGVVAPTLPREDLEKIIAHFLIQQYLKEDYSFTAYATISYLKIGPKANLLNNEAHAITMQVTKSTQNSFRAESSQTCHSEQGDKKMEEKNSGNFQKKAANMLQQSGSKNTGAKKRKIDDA
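50 nM RECQ1T1 preincubated 15 min with compound in Tris pH 8.0 buffer with MgCl2, DTT, Tween-20 and 2.5 ug/ml poly(dI-dC); started with 200 nM TAMRA/BHQ-2 forked duplex and 2 mM ATP. Unwinding read as fluorescence (525/598 nm), two reads 2 h apart.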
JMJD2E inh = qHTS Assay for Inhibitors of Human Jumonji Domain Containing 2E (JMJD2E); JMJD2E catalytic domain, FDH-coupled NADH fluorescence (FDH is formaldehyde dehydrogenase); Lysine-specific demethylase 4E (Homo sapiens), B2RXH2; 1.6% of 230,000 active; Potency, µM (titrated, usually from 57.1 µM), without a hit: top-dose activity change, negative = inhibition, usual class: inhibitors; active = well fitted inhibition curve with a large enough effect, not every such curve was filed as active; inconclusive = small, poorly fitted or top-dose-only effect, or another doubt; inactive = no such curve, though single readings can be large or run the other way;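 also: 0% = wells with enzyme and -100% = buffer wells without enzyme; nearly all actives have a fitted effect of over 50% in size; many of its hits are not listed in these tables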
LMNA splice mod = qHTS Assay for Modulators of Lamin A Splicing. AID 1487, 2009. Potency, µM (top dose mostly 46.1 µM), inactives show top-dose ratio change, negative = inhibition, usual class: inhibitors. HeLa LMNA splicing GFP/RFP minigene ratio, 48 h. 0.01% of 200,000 active; active = well fitted inhibition curve with a large enough effect in the signal ratio, with a control signal flat, not every such curve was filed as active; inconclusive = small, poorly fitted or top-dose-only effect, or effect the other way, or a change in a side signal; the % refers to the signal ratio; also: % is scaled to controls: 0 for no effect and ±100 for the full control effect
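S3 HeLa cells stably expressing lamin A-EGFP splicing minigene plus DsRed2, 600 cells/well, 48 h compound exposure at 37C. Laser-scanning cytometry; analysed as GFP (500-530 nm)/RFP (575-640 nm) total intensity ratio; 0.5% DMSO vehicle.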
KinaseGlo FLuc = Counterscreen for Luciferase (Kinase-Glo TM) Inhibition; Luciferin 4-monooxygenase (Photuris pensylvanica), Q27757; Kinase-Glo luciferase, ATP luminescence, 8 min; Potency, µM (highest dose often 38.3 µM), for inactives: at the highest dose activity change, negative = inhibition, usual class: inhibitors; 0.28% of 200,000 active; AID 1379, 2008; also: % is scaled to controls: 0 for no effect and ±100 for the full control effect; nearly all actives have a fitted effect of over 60% in size
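Kinase-Glo luciferase light output from ATP and luciferin was measured with 10 uM ATP, within the enzyme's linear range. Buffer: 50 mM imidazole pH 7.2, 50 mM KCl, 7 mM MgCl2, 0.01% Tween 20, 0.05% BSA; luminescence read after 8 min at ambient temperature.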
Tau ThT inhib = qHTS for Inhibitors of Tau Fibril Formation, Thioflavin T Binding; 2.1% of 270,000 active; Potency, µM (highest dose often 57.4 µM), inactives show at the highest dose activity, negative = inhibition, most hits filed as inhibitors; Microtubule-associated protein tau (Homo sapiens), P10636; recombinant tau K18 P301L, heparin-induced fibrillization, ThT fluorescence; AID 1460, 2008; also: % is scaled to controls: 0 for no effect and ±100 for the full control effect; nearly all actives have a fitted effect of over 55% in size
Target sequence (P10636 561-689 P618L limits assumed): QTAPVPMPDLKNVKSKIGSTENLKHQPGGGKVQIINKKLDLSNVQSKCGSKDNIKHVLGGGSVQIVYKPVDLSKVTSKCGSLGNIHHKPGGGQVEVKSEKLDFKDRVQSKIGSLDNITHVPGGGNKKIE
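Fibril formation assay: tau K18 P301L at 15 uM with trace Alexa 594 label, heparin inducer 20 uM, pH 7 sodium acetate buffer, 37 C for 6 hr; endpoint ThT signal.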
SMN2 splice up = qHTS Assay for Enhancers of SMN2 Splice Variant Expression | Potency, µM (highest dose often 46.1 µM), without a hit: at the highest dose activity change, positive = activation, usual class: activators | 2.8% of 210,000 active | HEK293 SMN2-luciferase splicing reporter, luminescence, 30-36 h; also: % of control where 0% means no effect; nearly all actives have a fitted effect of over 55% in size
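HEK293 cells carry an SMN2 minigene-luciferase reporter in which exon 7 inclusion puts luciferase in frame. Cells were seeded at 2000 cells/well, attached for 10-12 hours, then exposed to compounds for 30-36 hours at 37C before ONE-Glo luminescence.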
ALDH1A1 inh = qHTS Assay for Inhibitors of Aldehyde Dehydrogenase 1 (ALDH1A1) | Potency, µM (titrated, usually from 75.3 µM), for inactives: at the top dose activity, negative = inhibition, hits mostly inhibitors | Aldehyde dehydrogenase 1A1 (Homo sapiens), P00352 | Purified ALDH1A1, NADH fluorescence, propionaldehyde substrate | 7.3% of 220,000 active; active = well fitted inhibition curve with a large enough effect, not every such curve was filed as active; inconclusive = small, poorly fitted or top-dose-only effect, or another doubt; inactive = no such curve, though single readings can be large or run the other way;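 also: plate controls were no enzyme wells and a reference inhibitor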
Starred values were filed as active, the others as inactive; i = inactive; ? = inconclusive; . = not tested or not shown; [ ] = dose if it differs, or a comment. Unless noted, calls follow the shape of the dose curve; as a rule, active = well fitted curve in the direction sought with a large enough effect; inconclusive = small, poorly fitted or top-dose-only effect, or another doubt; inactive = no such curve, though single readings can be large; an effect the other way counts as inactive or inconclusive. Potency is read from the fitted curve at half-maximal effect. These rows are one share of the data; count on the stated rates, not on these rows.

SMILES | L3MBTL1 block | RECQ1 inh | JMJD2E inh | LMNA splice mod | KinaseGlo FLuc | Tau ThT inhib | SMN2 splice up | ALDH1A1 inh
O=C1c2ccccc2C(=O)c2c([N+](=O)[O-])ccc(O)c21 | -21% | 4% | -20% | . | . | ? | . | .
CCCS(=O)(=O)c1c(S(=O)(=O)CCC)c2cnccn2c1C(=O)c1ccc(F)cc1 | -4% | -6% | -11% | 6% | -6% | ? | 11% | 6%
CNC(=S)NNC(=O)Cc1ccccc1 | -3% | -1% | -2% | -4% | 0% | -22% | -10% | 3%
CN1CCNC(=O)C1CC(=O)N1CC=C(c2ccc(F)cc2)CC1 (stereo unspecified) | -3% | -3% | -18% | . | 6% | -20% | . | 1%
Cc1nc(N)nc(OCC(F)(F)C(F)F)c1Br | 8% | 0% | 3% | 3% | -2% | 7% | -13% | -2%
O=C(O)CCCC/C=C\C[C@@H](O)/C=C/C=C/C=C\[C@@H](O)CCCC(=O)O | . | -15% | -8% | . | -1% | -2% | 6% | 10%
COc1nccnc1NS(=O)(=O)c1ccc(NC(=S)NC(=O)c2ccc(F)c(F)c2)cc1 | 0% | -5% | -3% | ? | 0% | -9% | 8% | ?
COc1ccc(/C(C)=N\NS(=O)(=O)c2ccccc2)cc1OC | 4% | -1% | 5% | 11% | 0% | 0% | 27% | -7%
CN(C(=O)COC(=O)c1ccc(Cl)nc1)C1CCS(=O)(=O)C1 (stereo unspecified) | 7% | i | 4% | -1%[46 µM] | -1% | 1% | -2% | 10%
Cc1nc2sc(C)c(C)c2c(=O)[nH]1 | 0% | i | 4% | -2% | -1% | 10% | 17% | 2%
O=C(CCCC(=O)N/N=C\c1ccccn1)N/N=C\c1ccccn1 | 15% | 4% | -5% | -2% | -4% | 3% | . | -4%
COCCN(C(=O)C1CC1)c1nnc(-c2ccc(C)cc2)s1 | 10% | -4% | -15% | 6% | 2% | 1% | -15% | ?
CCOc1ccc2nc(N3CCC(C(=O)Nc4nnc(CC)s4)CC3)sc2c1 | -4% | -10% | 8% | ? | -3% | ? | 2.2µM* | -7%
O=C(CCCc1ccccc1)Nc1cccnc1 | . | i | -4% | -3% | -2% | -8% | -9% | 2%
Cc1cc(C(=O)COC(=O)c2cc(O)c3ccccc3c2O)c(C)n1CC1CCCO1 (stereo unspecified) | ? | -7% | 28µM* | . | 1% | 14µM* | 1% | 28µM*
O=C1c2ccccc2-c2onc3ccc(NCCCn4ccnc4)c1c23 | . | 28µM* | 2% | ? | 10% | 11µM* | -37%[inhibitor] | -8%
COc1ccc(NC(=O)CCCC(=O)OCC(F)(F)C(F)F)cc1 | . | -5% | 3% | 0% | -2% | -19% | 30% | -5%
CN(C)CCNc1oc(/C=C/c2ccccc2)nc1C#N | 12% | -5% | ? | -6% | 1% | -5% | 9% | ?
O=C1N=C(N2CCOCC2)S/C1=C\c1ccncc1 | 2% | 1% | -29% | . | . | -6% | . | .
CCc1cc2c(=O)[nH]c(CC(N)=O)nc2s1 | 12% | i | -5% | -20%[9.22 µM] | -3% | 1% | -7% | -1%
CCCCCCCCCCCCSCCOCCO | . | i | . | 3% | 4%[39.9 µM] | -18% | . | -3%
COc1ccc(Cc2noc(CN(C)Cc3ccc(-n4cccn4)cc3)n2)cc1OC | -4% | -5% | -2% | ? | -3% | -10% | . | 11%
Cc1ccc(C(C(=O)NC2CCCCC2)N(CC2CCCO2)C(=O)CNC(=O)c2cccs2)cc1 (stereo unspecified) | 8% | -7% | 5% | 8% | 2% | 0% | 16% | 12%
Cc1nn(C(=O)CCCn2cc([N+](=O)[O-])cn2)c(C)c1Cl | . | -5% | -1% | ? | 0% | -15% | 18% | ?
O=C(NC1CCCCCC1)c1cccnc1Sc1ccc(Cl)cc1 | 8% | -13% | 0% | -14% | 0% | 9% | -13% | 0%
(list continues)
SMILES | L3MBTL1 block | RECQ1 inh | JMJD2E inh | LMNA splice mod | KinaseGlo FLuc | Tau ThT inhib | SMN2 splice up | ALDH1A1 inh
CCc1cc2c(=O)c(-c3cscn3)coc2cc1OC | 5% | i | 6% | -4% | 0% | ? | 13µM* | -2%
Cc1ccc(C)c(NC(=S)N(CCN(C)C)C(C)c2ccccn2)c1 (stereo unspecified) | . | i | -22% | ? | -2% | -1% | -18% | 9%
Cc1ccc(S(=O)(=O)N(C)C)cc1NC(=O)CN1C(=O)NC2(CCCc3ccccc32)C1=O (stereo unspecified) | 4% | -4% | -1% | ? | -1% | -2% | -3% | 12%
COc1cccc(NC(=O)CSc2nnc(CNC(=O)c3ccccc3)n2C)c1 | . | i | 20% | 16% | 0% | 2% | -4% | 1%
COc1ccc(-c2csc(-c3cc4ccccc4oc3=N)n2)cc1 | 73%[activator] | i | 31%[activator] | -19% | 2% | ? | 5% | ?
CCC(Sc1nc2ccccc2o1)C(=O)O (stereo unspecified) | . | -2% | -2% | 18%[46 µM] | 0% | 2% | -4% | 11%
O=C(OCCN1CCCC1=O)c1cc(F)c(F)c(F)c1F | 11% | -10% | 9% | -11% | 1% | -13% | 16% | 1%
CCOc1cc(/C=N/NC(=O)C(N)=O)cc(Br)c1O | -15% | 2% | -16% | -18%[46 µM] | 0% | -15% | 3% | -37%
Cc1ccccc1NC(=O)c1ccc(Cl)c(NC(=O)c2cccnc2)c1 | 4% | -5% | 6% | -2%[46 µM] | -5% | -13% | . | -8%
O=C1/C(=C/Nc2ccc3c(c2)OCO3)CCc2ccccc21 | . | 7% | 14µM* | -1% | 2.8µM* | 1.6µM* | -76%[inhibitor] | 10µM*
CCc1nnc(NC(=O)CN2C(=O)CCC2=O)s1 | 7% | -13% | 0% | 0% | 0% | 10% | -3% | 4%
Cc1ccc(SCC(=O)NCCCc2ccccc2)cc1 | 18% | i | 6% | 3%[46 µM] | 0% | -12% | -8% | -5%
COc1cc2c(C(=O)NCCCN3CCN(c4cccc(Cl)c4)CC3)cn(C)c(=O)c2cc1OC | -4% | i | 5% | 9%[0.0737 µM] | 1% | -12% | -23% | ?
COc1ccc(S(=O)(=O)/N=C2/NC(=O)/C(=C/c3ccco3)S2)cc1 | 35µM* | ? | ? | -12% | 1% | ? | 13% | 22µM*
O=c1c(-c2cccc(F)c2)nc2cncnc2n1Cc1ccccc1 | . | -7% | . | . | 0% | . | -25% | -3%
COC(=O)Oc1ccc(/C=N/NC(=O)CSCc2ccccc2Br)cc1OC | . | i | -5% | -14% | 1% | ? | -52%[inhibitor] | 13µM*
Cc1ccc(OCC(=O)N/N=C\c2cn(Cc3ccccc3)c3ccccc23)cc1C | -4% | -10% | 0% | -16% | 0% | ? | -27% | 13µM*
O=C(NNC(=O)C(Cl)Cl)c1cnn(-c2ccccc2)c1C(F)(F)F | -4% | i | 3% | . | . | ? | . | .
COc1ccccc1C(=O)Nc1ccc(Oc2nnc(-c3ccc(C)cc3)c3ccccc23)cc1 | -15% | -3% | -4% | -6% | -3% | -7% | -25% | 9%
CCOC(=O)N1CCN(c2cc(C)c(C(C)=O)cc2F)CC1 | -2% | -7% | -4% | 3% | -8% | ? | -5% | ?
CC(C)(C)Sc1ccc(N)nc1 | 0% | i | ? | 6% | 1% | -2% | 4% | -6%
Cc1ccc(-n2cccc2C(=S)N=P(N(C)C)(N(C)C)N(C)C)cc1 | -15% | -2% | -2% | -7% | 7% | -20% | -15% | 10µM*
Cc1cc(C)c(NC(=O)Cn2nc(-c3ccccc3)nc2-c2ccccc2)c(C)c1 | 16% | -13% | -9% | 2% | 1% | -8% | 8% | 5%
O=C(NCc1ccccc1)c1ccc(CS(=O)(=O)Cc2ccccc2F)o1 | . | -13% | 0% | . | -2% | -6% | -42% | 13µM*
Cc1ccc(N(Cc2ccco2)C(=O)c2ccc(N3CCCCC3)c([N+](=O)[O-])c2)cc1 | ? | i | 0% | ? | 5% | ? | -41%[inhibitor] | ?
COc1ccc(OC)c(S(=O)(=O)Nc2ccccc2C(=O)O)c1 | 0% | -1% | -6% | 1% | 1% | 3% | -2% | 3%

Reformatted: entries from further up.
Structure	L3MBTL1 block	RECQ1 inh	JMJD2E inh	LMNA splice mod	KinaseGlo FLuc	Tau ThT inhib	SMN2 splice up	ALDH1A1 inh
COc1ccc(/C(C)=N\NS(=O)(=O)c2ccccc2)cc1OC	4%	-1%	5%	11%	0%	0%	27%	-7%
CN(C(=O)COC(=O)c1ccc(Cl)nc1)C1CCS(=O)(=O)C1 (stereo unspecified)	7%	i	4%	-1%[46 µM]	-1%	1%	-2%	10%
Cc1nc2sc(C)c(C)c2c(=O)[nH]1	0%	i	4%	-2%	-1%	10%	17%	2%
O=C(CCCC(=O)N/N=C\c1ccccn1)N/N=C\c1ccccn1	15%	4%	-5%	-2%	-4%	3%	.	-4%

Compound profiles, from the list above. Order of screens: L3MBTL1 block	RECQ1 inh	JMJD2E inh	LMNA splice mod	KinaseGlo FLuc	Tau ThT inhib	SMN2 splice up	ALDH1A1 inh
Record of COC(=O)Oc1ccc(/C=N/NC(=O)CSCc2ccccc2Br)cc1OC → .	i	-5%	-14%	1%	?	-52%[inhibitor]	13µM*
Record of COc1ccccc1C(=O)Nc1ccc(Oc2nnc(-c3ccc(C)cc3)c3ccccc23)cc1 → -15%	-3%	-4%	-6%	-3%	-7%	-25%	9%
